# Screening data from PubChem.
# SRC3 inh = inhibits human SRC3 coactivator; HEK293 GAL4-SRC3 luciferase reporter, luminescence; inhibition, % at 3.6 µM; 360,000 tested, 0.17% active; AID 588352;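 active = inhibition above a per-campaign cutoff, the mean of all compounds plus 3 SD, cut at about 60% in these data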;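 also: 0% = DMSO-treated cells and 100% = gossypol-treated cells at 36 µM; higher means less SRC3-driven luciferase light from the GAL4 reporter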
# NR5A2 inv ag = inverse agonists of human LRH-1 (NR5A2); O00482; HEK293T StAR-luciferase reporter, LRH-1 transfected, 24 h; inhibition, % at 3.6 µM; 360,000 tested, 0.13% active; AID 602396;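 active = inhibition above the mean inhibition of all tested compounds plus 3 SD, cut at about 73% in these data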;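 also: 0% = DMSO wells and 100% = reporter-only cells lacking LRH-1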
# MC4R ag barr = human MC4R agonism via beta-arrestin; P32245; U2OS MC4R beta-arrestin complementation, luminescence; percent of melanotan II response, DMSO zero; activation, % at 8.9 µM; 360,000 tested, 0.98% active; AID 540308;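 active = activation above a per-plate cutoff, the mean activation of sample wells on that plate plus 3 SD, cut at about 8% in these data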
# TLR9-MyD88 block = inhibitors of human TLR9-MyD88 binding; inhibition, % at 4.98 µM; 340,000 tested, 0.21% active; Q9NR96+Q99836; CHO BLA complementation TLR9-MyD88, CCF4 FRET ratio;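 active = inhibition above the mean over all tested compounds plus 3 SD, cut at about 21% in these data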;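 also: 0% = DMSO only wells and 100% = clavulanate BLA inhibitor control wells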
# NCOA1 inh = inhibits human SRC1 coactivator | Q15788 | HEK293 GAL4-SRC1 luciferase reporter, luminescence | inhibition, % at 3.6 µM | 360,000 tested, 0.12% active | AID 588354;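 active = inhibition above the campaign mean plus 3 SD, with each screening campaign given its own cutoff, cut at about 60% in these data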;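 also: 0% = DMSO treated cells and 100% = gossypol at 36 µM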
# LMP1 NFkB inh = inhibitors of Epstein-Barr LMP1-induced NF-kappaB reporter. 350,000 tested, 0.69% active. LMP1-induced NF-kappaB luciferase reporter cells, luminescence. inhibition, % at 12.5 µM. AID 504558; in the data active = inhibition above about 41%;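 also: 0% = neutral control wells and 100% = reference inhibitor control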
# MC4R antagonist = antagonists of human melanocortin 4 receptor (MC4R); inhibition, % at 6.5 µM; P32245; MC4R-expressing cells, MTII-stimulated cAMP, LANCE TR-FRET; 360,000 tested, 0.48% active;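 active = inhibition above its plate's cutoff, the mean of tested wells on that plate plus 3 SD, cut at about 29% in these data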;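 also: 0% = Melanotan II alone and 100% = Melanotan II plus saturating MCL0020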
#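 System – human MC4R-expressing U2OS cells · Also added – Melanotan II · Dosing – one concentration, 6.5 µM nominal · Timing – 30-min compound, 1-h challenge, 1-h detection, room temperature · Measured by – Eu-cAMP/anti-cAMP TR-FRET, emission 671 nm · Replicates – singlicate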
# NCOA2 inhibitor = human SRC2 (NCOA2) inhibition; Q15596; HEK293 GAL4-SRC2 luciferase reporter, luminescence; 370,000 tested, 0.17% active; inhibition, % at 9 µM; AID 651957;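 active = inhibition above the mean inhibition of all tested compounds plus 3 SD, set per campaign, cut at about 52% in these data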;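 also: 0% = DMSO treated cells and 100% = cells given Gossypol at 36 µM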
# NOD2-RIPK2 inh = inhibitors of human NOD2-RIPK2 interaction; O43353; CHO BLA complementation NOD2-RIPK2, CCF4 ratio; inhibition, % at 4.98 µM; 360,000 tested, 0.38% active; AID 624267; in the data active = inhibition above about 21%;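 also: 0% = vehicle only and 100% = reference blocker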
# ABHD5 PLIN5 PPI = blocks binding of human ABHD5 to perilipin-5; Q00G26+Q8WTS1; Split G. princeps luciferase complementation, luminescence, 4 h; inhibition, % at 4 µM; 360,000 tested, 0.78% active; AID 602281;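 active = inhibition above the mean inhibition across every tested compound plus 3 SD, cut at about 22% in these data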;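 also: 0% = DMSO only wells and the 100% control is not disclosed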
# NR2F2 inh = NR2F2 (human) inhibition, primary screen | HEK293T NGFI-A luciferase reporter, luminescence | P24468 | 370,000 tested, 0.7% active | AID 686940 | inhibition, % at 8.6 µM;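 active = inhibition above a per-plate cutoff, mean inhibition of test wells between control levels plus 3 SD, cut at about 38% in these data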;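 also: cells cotransfected with COUP-TFII expression vector driving the NGFI-A reporter; 0% = median of COUP-TF2 test wells and 100% = reporter-only cells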
# Numbers without * were called inactive; nt = not tested or not shown. Some of the compounds tested (hit frequency here may not be typical).
SMILES,SRC3 inh,NR5A2 inv ag,MC4R ag barr,TLR9-MyD88 block,NCOA1 inh,LMP1 NFkB inh,MC4R antagonist,NCOA2 inhibitor,NOD2-RIPK2 inh,ABHD5 PLIN5 PPI,NR2F2 inh
CCN(C[C@H]1N[C@@](CC)(C(=O)OC)[C@H]2C(=O)N(Cc3ccccc3)C(=O)[C@@H]12)C(=O)Nc1ccc(C(F)(F)F)cc1,12,-10,2.3,-9,-1,-6,1,16,1,7,-5
O=C(NCc1ccco1)C(c1ccccc1)N(Cc1cccnc1)C(=O)Cn1nnc2ccccc21 (configuration not stated),0,15,-1.2,-9,-4,-2,2,8,-2,-7,7
CC(C)CC(=O)Nc1ccc2ccccc2c1,22,0,-0.5,3,-5,-1,12,-34,4,-8,-12
O=c1[nH]cnc2c1sc1nc3c(c(-c4ccc(Cl)cc4)c12)CCC3,-27,13,-1.4,-1,-5,1,-36,1,3,-1,-9
COC(=O)c1ccccc1N(Cc1ccccc1)S(C)(=O)=O,9,1,-2.1,8,-5,5,1,0,5,-1,-4
CC(C)(O)C#Cc1ccc(N2C(c3ccsc3)=Cc3ccc(F)cc3C2c2c[nH]c3ccc(C#N)cc23)cc1 (configuration not stated),nt,-4,nt,nt,nt,nt,nt,-27,1,-1,-6
Cc1cc(Cl)ccc1OCC(=O)N1CCCCC1,-42,-52,-0.7,-3,-70,-29,0,-66,-3,-1,-32
O=C(NC(=S)NCc1ccccc1)c1cccc(Cl)c1,-12,0,0.7,0,-13,6,1,-15,2,-3,-18
NC(=O)CSc1nc2c(c(=O)n1-c1ccccc1)C1(CCCCC1)Cc1ccccc1-2,11,8,2.6,4,2,5,10,27,-11,6,7
Cc1cccc(S(=O)(=O)C(C#N)c2nc3ccccc3nc2N2CC(C)OC(C)C2)c1 (configuration not stated),9,6,0.1,-6,6,1,11,6,-6,-2,14
Cc1nc2ccccc2nc1OCc1ccc([N+](=O)[O-])cc1,4,-6,-0.6,6,13,-4,10,0,-4,0,10
c1ccc(N2CCN(c3nnc(Cc4cccnc4)c4ccccc34)CC2)nc1,24,-3,1.3,4,11,7,-7,-9,-2,9,-16
CSc1cccc(NS(=O)(=O)c2cccc3nsnc23)c1,3,-9,-0.3,-14,2,-2,4,5,1,-1,12
CCOC(=O)N/N=C\c1ccc([N+](=O)[O-])s1,0,20,-1.0,2,-5,7,-5,7,-6,-10,2
Cc1ccc(S(=O)(=O)N(C)CC(=O)OCC(=O)NCCN2C(=O)CSC2=O)cc1,4,-10,-1.4,-3,-13,0,5,-11,-10,-5,7
CCCCC(=O)N(C)c1c(CC)nc2c(OCc3ccc(C#N)cc3)cccn12,-26,14,2.5,nt,7,nt,10,-5,4,0,-1
OCCN1CCN(c2ncnc3c2c(-c2ccccc2)cn3-c2ccc(F)cc2)CC1,-10,22,-8.1,2,-9,5,6,-20,-1,16,-25
COc1ccccc1N1C(=O)C2C(C(=O)c3ccccc3)=NN(c3ccc(Br)cc3)C2C1=O (configuration not stated),7,-3,3.1,nt,1,nt,0,6,25*,3,1
CC(NCc1cccs1)c1ccccc1 (configuration not stated),12,-9,-0.4,0,5,1,18,-26,-4,2,13
O=C(COc1ccccc1[N+](=O)[O-])Nc1cc(C(=O)O)cc(C(=O)O)c1,7,-2,-1.3,9,-3,-6,5,16,10,-3,-14
Cc1ccc(N(Cc2ccccc2)C(=O)c2cc(S(=O)(=O)N3CCOCC3)ccc2F)cc1,-7,-11,0.0,-11,-26,3,15,31,-1,-1,14
CCC(=O)N1CCc2cc(S(=O)(=O)NC(Cc3ccccc3)C(=O)Nc3nccs3)ccc21 (configuration not stated),21,11,-1.1,-3,5,-27,1,-18,-6,-2,21
Oc1ccccc1OCC(O)c1ccccc1 (configuration not stated),-26,1,1.0,-4,-2,-2,-1,-5,-7,1,-4
Cc1ccc2c(c1)c1c(n2CC(O)CNC2CCCCC2)CCCC1 (configuration not stated),5,-11,9.0*,2,1,-85,-2,-10,0,0,5
COc1ccc(CCC(=O)OCC(=O)N2CCN(S(=O)(=O)c3ccc(C)cc3C)CC2)cc1,-4,2,3.7,1,-7,-4,7,10,2,-3,16
O=S(=O)(c1ccc2ncn(O)c2c1)N1CCOCC1,14,-4,0.9,0,-13,7,-3,-40,11,-3,8
CC(C)CNC(=O)c1cc2nc3c(c(C(F)(F)F)n2n1)CCc1ccccc1-3,15,-7,1.6,-7,11,-12,11,-9,2,0,-15
O=C(NCCc1ccc(Cl)cc1)c1nnc(Cc2ccc(Cl)cc2)o1,-1,-13,0.3,-12,-6,-6,1,-23,6,3,-8
Cn1c(=O)[nH]c(=O)c2c1nc(Br)n2C/C=N/NC(=O)c1ccccc1,-71,-72,-0.8,-8,-49,2,6,-73,4,-1,-7
CCOC(=O)c1c(-c2ccc(C)cc2)csc1NC(=O)CCN1CCOCC1,-7,-9,0.9,1,11,-6,2,30,8,-6,3

# The closing two entries of the part before open the next one:
SMILES,SRC3 inh,NR5A2 inv ag,MC4R ag barr,TLR9-MyD88 block,NCOA1 inh,LMP1 NFkB inh,MC4R antagonist,NCOA2 inhibitor,NOD2-RIPK2 inh,ABHD5 PLIN5 PPI,NR2F2 inh
Cn1c(=O)[nH]c(=O)c2c1nc(Br)n2C/C=N/NC(=O)c1ccccc1,-71,-72,-0.8,-8,-49,2,6,-73,4,-1,-7
CCOC(=O)c1c(-c2ccc(C)cc2)csc1NC(=O)CCN1CCOCC1,-7,-9,0.9,1,11,-6,2,30,8,-6,3
Cc1ccc(CNC(=O)c2ccc(N3CCC4(CC3)CC(c3cccc(Br)c3)=NO4)c(NC(=O)c3cccc(C)c3)c2)cc1,-10,6,-0.8,-7,4,6,2,23,-3,2,12
CCN1C(=O)CC(N2CCC(C(=O)N3CCOCC3)CC2)C1=O (configuration not stated),17,-10,-1.2,3,-5,-1,1,20,-9,3,-28
CCCCOC(=O)C1=C(C)Nc2nnnn2C1c1ccccc1Cl (configuration not stated),13,10,5.8,-8,17,-11,-1,4,-6,-4,13
O=C(N/N=C/c1ccco1)c1ccccc1OCc1ccccc1Cl,19,19,0.8,-6,-1,-2,2,1,-9,2,2
NC(=O)c1ncc(C(F)(F)F)cc1Oc1cccc(C(F)(F)F)c1,26,-1,-1.4,-1,-5,6,1,14,-6,-3,6
COc1ccc(N(CC(=O)Nc2cc(Cl)ccc2C)S(=O)(=O)c2c(C)noc2C)cc1,28,5,-4.3,3,14,-5,-13,4,0,-1,8
O=C(CCNC(=O)c1ccco1)NCCN1C(=O)S/C(=C\c2ccc(F)cc2)C1=O,-39,-22,-3.9,10,-25,-9,1,-49,-3,3,-41
C/C(Cn1nnc([N+](=O)[O-])n1)=N\NC(=O)c1cccc(Cl)c1,-70,-85,-0.9,-3,-65,-3,-8,-93,-9,-10,-43
O=C(CN1C(=O)/C(=C/c2ccccc2Cl)SC1=S)NC1CCS(=O)(=O)C1 (configuration not stated),-8,1,-3.7,1,11,-13,-1,1,-2,2,2
CCNC(=S)N1CCN(S(=O)(=O)/C=C/c2ccccc2)CC1,-4,-8,1.6,0,10,3,12,8,-2,9,-4
Cc1cc(NC(=O)c2ccccc2)cc(NC(=O)c2ccccc2)c1C,2,14,-0.8,5,-3,20,3,-13,2,4,6
Cc1ccc2[nH]c3c(N4CCOCC4)ncnc3c2c1,2,-19,-1.8,-3,-28,18,4,-66,0,7,-37
CC(C)(C)OC(=O)N1CCCN(C(=O)Nc2ccccc2)CC1,7,-6,1.1,nt,9,nt,11,8,-4,-5,-26
C=CCOc1cccc(C(=O)/C=C2/C(=O)Nc3ccccc32)c1,13,32,-0.3,9,0,6,-9,24,41*,65*,4
COC1=CC(=O)OC(c2cccc([N+](=O)[O-])c2)C1 (configuration not stated),nt,-2,nt,nt,nt,nt,nt,-15,-12,5,2
CCOC(=O)C1Nc2ccc(OC(F)(F)F)cc2C2C=CCC12 (configuration not stated),-7,6,-1.1,2,-25,3,2,16,1,11,-1
COc1ccc2oc(C(=O)OC(C)C(=O)N3CCC(C)CC3)c(C)c2c1 (configuration not stated),-2,17,-0.4,-17,5,7,2,-14,-7,3,6
CC(C(=O)Nc1ccc(Cl)cc1)N(C)Cc1cccs1 (configuration not stated),-21,3,5.4,1,-7,-5,18,0,1,-6,2
Nc1c(N(Cc2ccccc2)C(=O)CCc2ccccc2)c(=O)[nH]c(=O)n1Cc1ccccc1,16,-7,-1.4,-4,-17,1,5,-13,0,7,12
Cc1oc2ccc(OCc3cccc(Cl)c3)cc2c1C(=O)O,-11,-2,-0.3,15,-5,0,2,-13,-6,-3,-3
O=C(CS(=O)CC(=O)N(CC(=O)NC1CCCC1)C1CCCC1)Nc1ccc(F)cc1 (configuration not stated),1,5,-0.2,4,-14,-4,9,-14,3,1,0
Nc1ccn([C@@H]2O[C@H](C(=O)NCc3ccc4c(c3)OCO4)[C@@H](O)[C@H]2O)c(=O)n1,-1,2,nt,nt,-23,nt,nt,12,6,-8,2
COc1ccc(/C=C/C(=O)NCCn2c(C)cc3ccccc32)cc1OC,3,16,-0.7,12,-15,1,11,-4,5,-4,13
Cc1nc(C(F)(F)F)ccc1C(=O)N1CCC1(C)C(=O)NCc1cccs1 (configuration not stated),-10,-15,-0.7,nt,1,nt,-4,-1,4,-7,10
O=C(Nc1ccc2c(c1)OCO2)c1cnn2c1NC(c1ccco1)CC2C(F)(F)F (configuration not stated),3,4,2.9,-6,-9,6,8,-6,-3,3,1
COc1cccc(NC(=O)CN2CCN(c3nc(-c4cccc(OC)c4)cs3)CC2)c1,-16,3,1.1,-15,0,-2,2,5,-2,0,9
CCOc1ccccc1CNS(=O)(=O)c1ccc2[nH]c(=O)sc2c1,8,4,0.8,-6,5,7,11,-9,0,12,-2
O=C(CSc1nc2ccccc2s1)c1cc2ccccc2o1,1,6,0.9,-2,-5,7,5,nt,-10,-7,nt
Cc1noc(NS(=O)(=O)c2ccc(NC(=O)c3ccccc3NS(=O)(=O)c3ccc(F)c(F)c3)cc2)c1C,1,-20,-1.0,1,-1,-5,7,2,-6,5,0
COc1ccc(CCNS(=O)(=O)c2ccc3[nH]c(=O)[nH]c3c2)cc1,-6,17,-1.6,3,8,0,6,-26,-12,6,-7
c1ccc(-n2c(-c3ccco3)nnc2-c2ccco2)cc1,9,6,-1.1,-8,-2,5,0,20,2,-15,-5
O=C(/C=C1\SC(=O)NC1=O)Nc1ccc(C(=O)O)cc1,0,-1,-0.8,-4,2,0,6,-9,-5,4,-11
